# High-throughput results deposited in PubChem BioAssay by several laboratories.
# AID2073 = inhibitors of Mint1-CaV2.2 protein interaction, biochemical, HTRF (AID 2073); HTRF protein-protein interaction, Mint1-CaV2.2; higher % means a stronger effect; inhibition, % at 20 µM; hits with a dose series show IC50 in µM; actives 0.19% (n = 290,000); in the data active = inhibition mostly above about 51%, no sharp cut-off; inconclusive = no clear call, values can overlap the other calls; inactive = mostly below about 53%; note: some results filed as inactive read as strong as hits
# P. falciparum M17LAP = P. falciparum M17LAP inhibitors, primary screen, biochemical, fluorogenic H-Leu-NHMec substrate, 1536-well (AID 1619); inhibition, % at 30 µM, or IC50 in µM where a hit was titrated; recombinant M17LAP, H-Leu-NHMec fluorogenic kinetic assay; higher % means a stronger effect; actives 0.38% (n = 220,000);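 active = compound inhibiting the enzyme by more than half at any dose during confirmatory dose-response retesting; inconclusive = strong single-dose inhibitors picked by rank but not retested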;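 note: plate controls were full reaction with DMSO carrier for no effect and no enzyme background for full effect; strong numbers were not always called active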
# Siah-1 displacement = blockers of Siah-1 interaction with plectin peptide – biochemical, fluorescence polarization, rhodamine-plectin, uHTS, primary screen (AID 1817) | actives 0.02% (n = 290,000) | one-dose displacement, % at 20 µM; IC50 in µM for titrated hits | Siah-1 / rhodamine-plectin peptide fluorescence polarization; higher % means a stronger effect;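 active = displacement of at least 50% at 20 µM, with a fluorescence ratio check between 0.3 and a set limit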;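 note: plate controls were Siah plus tracer with DMSO for no effect and tracer alone without Siah for full effect; strong numbers were not always called active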
# ER stress rescue = rescue of cells from ER stress-induced death, primary screen, 384-well, CSM14.1, thapsigargin, ATP luminescence (AID 1222). CSM14.1 thapsigargin-induced death rescue, ATP luminescence; higher % means a stronger effect. one-dose cellular ATP content (survival), % at 20 µM; EC50 in µM for titrated hits. 190,000 tested, under 10 active;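 active = EC50 below 50 µM in the dose-response confirmation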;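 note: death triggered by thapsigargin at about 15 µM added after 2 h compound pretreatment; cell ATP read after overnight thapsigargin exposure of roughly 18 to 22 hours; normalized against plate controls of thapsigargin alone and 5% DMSO vehicle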
# Lipid droplet = hepatic lipid droplet formation modulation | actives 0.4% (n = 240,000) | AID 1656 | inhibition, % at 6.5 µM | AML12 mouse hepatocytes, oleate lipid droplets, BODIPY imaging;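 active = lipid droplet intensity inhibited by at least 50%, with more than 500 cells counted; inconclusive = wells with under 300 cells, treated as cytotoxic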
#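 Technique: fluorescence imaging, 20x objective, two fields per well / Assay system: AML12 hepatocytes (mouse) / Measure: % inhibition of lipid droplet signal / Doses: 6.5 µM single-point dosing / Incubation: overnight exposure / Reagent: 100 µM oleic acid challenge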
# HEK293 NOD2/NF-kB = inhibition of NOD2-driven NF-kB reporter – cell-based, luminescence, uHTS, HEK293 (AID 1566). HEK293 NOD2/NF-kB luciferase reporter, luminescence; higher % means a stronger effect. inhibition, % at 4 µM, or EC50 in µM where a hit was titrated. actives 0.63% (n = 290,000); note: many of its hits are not listed in these tables
# LYP phosphatase = inhibitors of LYP phosphatase, biochemical, fluorescence intensity, uHTS (AID 1779). recombinant LYP phosphatase, fluorescence intensity; higher % means a stronger effect. inhibition, % at 11.5 µM; hits with a dose series show IC50 in µM. actives 0.054% (n = 290,000);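 note: plate controls were vehicle with enzyme for no effect and no enzyme for full effect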
# XIAP displacement = XIAP antagonists, biochemical, IAP family, fluorescence polarization (AID 1018); XIAP BIR domain, fluorescence polarization peptide displacement; higher % means a stronger effect; displacement, % at 20 µM, or IC50 in µM where a hit was titrated; actives 0.007% (n = 200,000); in the data active = displacement above about 50%; note: a part of the inactive calls stands beside numbers as strong as those of hits
# P. falciparum M1AAP = malaria alanyl aminopeptidase activity blockers – biochemical, fluorogenic H-Leu-NHMec substrate, 1536-well (AID 1445); recombinant M1AAP, H-Leu-NHMec fluorogenic kinetic assay; higher % means a stronger effect; inhibition, % at 30 µM; hits with a dose series show IC50 in µM; actives 0.42% (n = 220,000);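 active = primary inhibition above the hit cutoff, then over 50% inhibition at one or more dose response concentrations, cut at about 23% in these data, passing the limit was not always enough; inconclusive = conflicting primary data, or primary hits not chosen for dose response; inactive = low primary inhibition, or under 50% at every dose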;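 note: plate controls were DMSO full reaction for no effect and no enzyme background for full effect; strong numbers were not always called active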
# Lipid droplet cells 6.5 µM = also measured in Lipid droplet; calls as there; cell count; measured here: cell count, cytotoxicity flag;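 cells counted across two imaged fields per well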
# * hit, by the source's call; ? = inconclusive; · = no result given. Cut-off read from the data, not from the text of the source, unless noted: active = inhibition above about 50%; inactive = the rest. A portion of the library. The share of hits here may be higher or lower than overall.
SMILES,AID2073,P. falciparum M17LAP,Siah-1 displacement,ER stress rescue,Lipid droplet,Lipid droplet cells 6.5 µM,HEK293 NOD2/NF-kB,LYP phosphatase,XIAP displacement,P. falciparum M1AAP
Cc1cccc(CN2CCOCCS2(=O)=O)c1,10%,·,5%,·,·,·,-8%,-12%,·,·
COc1cc(OC)cc(C(=O)O/N=C(\N)c2ccncc2)c1,5%,-4%,1%,0.6%,-19,706,-4%,-3%,-3.5%,1%
CC(C)OC(=O)CSc1nnc(-c2ccc(Cl)cc2Cl)o1,6%,-5%,-3%,-1.9%,19,779,4%,-3%,-6.3%,-1%
C/C(=N\NC(=O)c1c(Cl)c(C)nn1C)c1cccc(NC(=O)COc2ccc(Cl)cc2)c1,-9%,-8%,0%,-0.5%,·,·,-3%,-1%,-5.3%,8%
O=C(/C=C/c1ccccc1)OCCCN=C1NS(=O)(=O)c2ccccc21,-9%,-5%,0%,3.4%,6,714,-11%,-3%,1.1%,6%
O=C(Cc1ncc(C(F)(F)F)cc1Cl)NC1CC1,18%,6%,-5%,0.7%,29,708,-2%,4%,-4.4%,4%
O=C(Nc1ccccc1)Nc1cccc2nsnc12,-11%,5%,-1%,-1.6%,-25,692,-110%,-4%,-6.8%,1%
Cc1cc(C)n(CC(C)NCc2cn[nH]c2-c2ccc(C)c(C)c2)n1 (stereo not drawn),5%,4%,6%,0.4%,-9,661,14%,-5%,-6.7%,2%
Cc1cc2cc(C#N)c(N3CCOCC3)nc2cc1Cl,14%,·,2%,·,4,836,-3%,2%,·,·
OC(COc1ccc(Cl)c2ccccc12)CN1CCN(c2ccccn2)CC1 (stereo not drawn),2%,12%,-2%,-2.3%,-5,821,-5%,-1%,-9.4%,1%
Cc1ccc(NC(=O)CS(=O)CC(=O)NC2CCN(Cc3ccccc3)CC2)c(C)c1 (stereo not drawn),-9%,0%,5%,6.5%,·,·,11%,-9%,-1.0%,1%
COc1ccc(OCCN(C)Cc2ccccc2)cc1,2%,-17%,0%,-3.7%,-1,552,-3%,4%,-5.6%,0%
CC(=O)Nc1ccc(-c2nc3ccc(NC(C)=O)cc3o2)cc1,?,·,1%,·,-2,871,-36%,-29%,·,·
Cc1cccc(NC(=O)C[n+]2ccccc2)c1,?,·,-4%,·,-2,780,9%,-14%,·,·
Cc1nnsc1C(=O)N(Cc1ccccc1)C(C)C,7%,-1%,-2%,·,5,751,24%,-6%,·,-4%
Cc1ccc2c(c1)C1(OCCO1)C(=O)N2,-4%,8%,-3%,0.0%,5,783,5%,-6%,-9.5%,1%
Cc1c(C)c2ccc(OC(C)C(=O)NC3CCN(Cc4ccccc4)CC3)cc2oc1=O (stereo not drawn),18%,·,1%,·,-20,757,-15%,-19%,·,·
O=C(NCc1ccc2c(c1)OCO2)C1CCN(S(=O)(=O)N2CCCCC2)CC1,13%,1%,1%,-0.2%,9,726,14%,3%,-3.7%,11%
COc1ccc(C(=O)CN2CC(C)SC2=Nc2ccc(Cl)cc2)cc1 (stereo not drawn),2%,9%,-4%,1.6%,-13,690,-9%,1%,-2.5%,4%
CC/C(=N\NC(=O)c1ccc2c(c1)OCO2)C12CC3CC(CC(C3)C1)C2,-4%,3%,3%,1.1%,13,803,10%,-4%,-5.9%,-3%

# Already shown: an excerpt of the list.
SMILES,AID2073,P. falciparum M17LAP,Siah-1 displacement,ER stress rescue,Lipid droplet,Lipid droplet cells 6.5 µM,HEK293 NOD2/NF-kB,LYP phosphatase,XIAP displacement,P. falciparum M1AAP
Cc1ccc(NC(=O)CS(=O)CC(=O)NC2CCN(Cc3ccccc3)CC2)c(C)c1 (stereo not drawn),-9%,0%,5%,6.5%,·,·,11%,-9%,-1.0%,1%
COc1ccc(OCCN(C)Cc2ccccc2)cc1,2%,-17%,0%,-3.7%,-1,552,-3%,4%,-5.6%,0%

# Shown with tabs: 2 of the compounds above
molecule	AID2073	P. falciparum M17LAP	Siah-1 displacement	ER stress rescue	Lipid droplet	Lipid droplet cells 6.5 µM	HEK293 NOD2/NF-kB	LYP phosphatase	XIAP displacement	P. falciparum M1AAP
Cc1ccc2c(c1)C1(OCCO1)C(=O)N2	-4%	8%	-3%	0.0%	5	783	5%	-6%	-9.5%	1%
Cc1c(C)c2ccc(OC(C)C(=O)NC3CCN(Cc4ccccc4)CC3)cc2oc1=O (stereo not drawn)	18%	·	1%	·	-20	757	-15%	-19%	·	·

# Following part:
SMILES,AID2073,P. falciparum M17LAP,Siah-1 displacement,ER stress rescue,Lipid droplet,Lipid droplet cells 6.5 µM,HEK293 NOD2/NF-kB,LYP phosphatase,XIAP displacement,P. falciparum M1AAP
O=C(c1cc2nc(C3CC3)cc(C(F)(F)F)n2n1)N1CCCC1,7%,0%,-3%,·,1,670,-1%,1%,-0.5%,11%
CC(OC(=O)c1ccccc1Oc1ccccc1)C(=O)NC1CC1 (stereo not drawn),3%,1%,2%,1.3%,-2,699,8%,0%,-8.3%,6%
COCCn1c(SCC(=O)Nc2cccc(OC)c2)nnc1-c1ccc(Cl)cc1,-8%,5%,0%,0.7%,26,741,-8%,-7%,-1.7%,0%
CCOC(=O)N1CCC(N2CCCC(CO)(Cc3cccc(Cl)c3)C2)CC1 (stereo not drawn),16%,1%,-1%,1.3%,1,625,2%,-4%,-19%,-8%
Cc1nn(-c2ccccc2)c2nc(-c3cccs3)cc(C(=O)NN)c12,11%,13%,-4%,0.4%,2,735,2%,2%,-16%,17%
CCOC(=O)c1ccc(C(=O)OCC)c(NC(=S)Nc2ccc([N+](=O)[O-])cc2OC)c1,-12%,-43%,10%,-0.8%,-56,670,10%,-5%,-9.2%,12%
O=C(COC(=O)c1c(F)cccc1F)NCCNC(=O)COC(=O)c1c(F)cccc1F,8%,·,-3%,·,-1,777,-10%,-9%,·,·
CCCCCCN1C=CC(=C/C=C(\C#N)C(=O)OCC)C=C1,10%,-2%,7%,-0.3%,·,·,3%,4%,-4.8%,15%
CNC(=O)C1CC(=O)N(c2ccc(F)c(Cl)c2)C1 (stereo not drawn),-1%,-6%,1%,-0.4%,·,·,16%,-9%,-3.5%,4%
COc1ccc(NC(=O)C2CCCN(S(=O)(=O)c3ccccc3)C2)c(OC)c1 (stereo not drawn),14%,·,2%,·,7,826,22%,-7%,·,·
O=C(NNC(=O)c1ccc(F)cc1)C(=O)N1CCCCC1,-2%,-1%,3%,1.2%,16,694,0%,-2%,-13%,0%
COc1c([N+](=O)[O-])cc(C(=O)NNC(=O)c2ccc(C)cc2)cc1[N+](=O)[O-],2%,·,-2%,·,56*,761*,-1%,-11%,·,·
O=c1[nH]cc([N+](=O)[O-])cc1Br,0%,-4%,9%,-2.3%,-7,491,5%,-2%,-13%,-2%
CCOC(=O)C1CCCN(C/C(O)=C(\C#N)c2nc(-c3ccccc3)cs2)C1 (stereo not drawn),-20%,0%,-1%,-0.5%,12,660,3%,1%,-4.4%,14%
Cc1[nH]c2ccccc2c1/C=C(/C#N)C(=O)NC(C)C,6%,-1%,-6%,0.3%,2,732,11%,-4%,-7.4%,5%
Cc1nc2ccc(NC(=S)NC(C)C)cc2nc1C,13%,-15%,-1%,0.0%,·,·,-10%,-5%,-4.7%,6%
CCN(CC)CCNC(=O)c1cn(CC)c2ccc(S(=O)(=O)N3CCOCC3)cc2c1=O,6%,·,0%,·,-61,702,9%,-10%,·,·
Cc1ccc(C(C)C)c(OCC(=O)NS(=O)(=O)c2ccc(Cl)cc2)c1,6%,·,3%,·,2,719,13%,-7%,·,·
O=C(Nc1ccccc1F)c1ccc(Cn2cc(Br)cn2)cc1,4%,-1%,0%,3.0%,0,664,-16%,-8%,-4.9%,4%
O=C(CSc1nnc(NC(=O)C2CC2)s1)NCc1ccco1,-6%,15%,-2%,-2.2%,-1,571,16%,-6%,-10%,6%

# 3 of the entries above in order of the XIAP displacement value, descending.
SMILES | XIAP displacement
O=C(Nc1ccccc1F)c1ccc(Cn2cc(Br)cn2)cc1 | -4.9%
O=C(CSc1nnc(NC(=O)C2CC2)s1)NCc1ccco1 | -10%
O=c1[nH]cc([N+](=O)[O-])cc1Br | -13%

# Additional structures:
SMILES,AID2073,P. falciparum M17LAP,Siah-1 displacement,ER stress rescue,Lipid droplet,Lipid droplet cells 6.5 µM,HEK293 NOD2/NF-kB,LYP phosphatase,XIAP displacement,P. falciparum M1AAP
O=C(N/N=C/c1c(F)cccc1Cl)C1CC1,5%,·,3%,·,4,761,4%,-9%,·,·
CC(=O)c1ccc(NC(=O)C2=CC(c3cccs3)=NS(=O)(=O)N2C)cc1,9%,·,0%,·,-14,674,10%,-4%,·,·
COc1cc(Cl)c(C)cc1NC(=O)CSC,4%,0%,-4%,-0.1%,-3,707,15%,-5%,-2.2%,-6%
CCc1ccc(NC(=O)CSc2nnc(C)c(=O)n2N)cc1,6%,·,2%,·,58*,655*,5%,-6%,·,·
O=C(CSC1CCCCC1)N1CCN(c2ccccc2)CC1,-2%,12%,3%,3.7%,14,802,4%,-3%,-3.8%,2%
CC(CCc1ccc(O)cc1)NC(c1ccccc1)c1ccc(Cl)cc1 (stereo not drawn),3%,·,-6%,·,-25,777,-8%,-6%,·,·
CC(=O)c1cccc(N(CC(=O)NC2CCCC2)C(=O)CNC(=O)c2cccs2)c1,4%,·,2%,·,8,595,-4%,-8%,·,·
Cc1cc(NC(=O)CSc2nnnn2C)n(-c2ccccc2)n1,-1%,9%,1%,0.8%,-3,748,6%,-2%,-3.9%,6%
COC(=O)C1=C(N)Oc2cc(C)n(Cc3cccnc3)c(=O)c2C1c1cc(OC)ccc1OC (stereo not drawn),1%,-1%,1%,-3.1%,·,·,-9%,1%,-3.4%,4%

# An excerpt from above, limited to Lipid droplet.
canonical_smiles | Lipid droplet
COc1cc(Cl)c(C)cc1NC(=O)CSC | -3
CCc1ccc(NC(=O)CSc2nnc(C)c(=O)n2N)cc1 | 58*
O=C(CSC1CCCCC1)N1CCN(c2ccccc2)CC1 | 14
CC(CCc1ccc(O)cc1)NC(c1ccccc1)c1ccc(Cl)cc1 (stereo not drawn) | -25
CC(=O)c1cccc(N(CC(=O)NC2CCCC2)C(=O)CNC(=O)c2cccs2)c1 | 8
